Source: PubChem (several laboratories)
Rin1 Abl inh: human Rin1-Abl interaction inhibition. P00519+Q13671. TR-FRET Rin1/Abl binding, biochemical. inhibition, % at 7.35 µM. actives 0.4% (n = 360,000). AID 588664; in the data active = inhibition above about 5%, passing the limit was not always enough
STEP inh: STEP (human) phosphatase inhibition | recombinant STEP, OMFP fluorogenic substrate, fluorescence | actives 0.25% (n = 360,000) | inhibition, % at 20 µM | P54829;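 active = inhibition at 20 µM, scaled per plate between control wells, above about 37%, limit read from the data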;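 note: 0% = DMSO with enzyme and substrate and 100% = substrate only without enzyme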
Target sequence (P54829 whole entry, looked up): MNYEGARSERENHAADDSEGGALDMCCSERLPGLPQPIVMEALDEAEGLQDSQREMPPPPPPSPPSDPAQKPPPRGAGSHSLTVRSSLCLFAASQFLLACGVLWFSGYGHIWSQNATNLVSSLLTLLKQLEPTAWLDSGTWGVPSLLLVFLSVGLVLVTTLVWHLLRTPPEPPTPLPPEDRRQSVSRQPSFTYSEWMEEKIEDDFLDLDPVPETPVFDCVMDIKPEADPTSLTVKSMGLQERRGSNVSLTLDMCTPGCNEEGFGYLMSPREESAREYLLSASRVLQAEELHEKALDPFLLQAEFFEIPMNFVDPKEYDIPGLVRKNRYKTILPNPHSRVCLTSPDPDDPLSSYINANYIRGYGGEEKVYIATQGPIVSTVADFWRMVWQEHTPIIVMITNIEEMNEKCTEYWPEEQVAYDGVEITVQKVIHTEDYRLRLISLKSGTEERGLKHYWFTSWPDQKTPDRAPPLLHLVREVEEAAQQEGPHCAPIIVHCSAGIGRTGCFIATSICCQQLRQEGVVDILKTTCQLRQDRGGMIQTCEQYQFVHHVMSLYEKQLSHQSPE
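System: STEP (striatal-enriched tyrosine phosphatase) enzyme, cell-free; medium: Bis-Tris pH 6.0 buffer with DTT, detergent; dosing: 20 µM, 1% DMSO; times: reaction 20 min, ambient temperature; detection: fluorescence, 480/540 nm; read-out basis: normalized % inhibition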
SUMO1-SIM PPI: SUMO1-SIM interaction modulation; P63165; SUMO1 binding to a labelled peptide, TR-FRET, 1 h; inhibition, % at 20 µM; actives 0.33% (n = 360,000); AID 602429; in the data active = inhibition above about 37%
Target sequence (P63165 whole entry, looked up): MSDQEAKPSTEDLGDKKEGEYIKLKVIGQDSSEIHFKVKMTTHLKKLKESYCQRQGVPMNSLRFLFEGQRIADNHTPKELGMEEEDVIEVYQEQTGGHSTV
LMPTP block: blocks human LMPTP phosphatase; inhibition, % at 20 µM; AID 651560; actives 0.22% (n = 360,000); recombinant LMPTP-A, OMFP fluorogenic substrate, fluorescence intensity; P24666;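 active = compounds that cut the enzyme signal by at least half of the control window in the single-dose screen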;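 note: plate controls were DMSO wells with enzyme plus substrate for no effect and substrate without enzyme for full effect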
Target sequence (P24666 whole entry, looked up): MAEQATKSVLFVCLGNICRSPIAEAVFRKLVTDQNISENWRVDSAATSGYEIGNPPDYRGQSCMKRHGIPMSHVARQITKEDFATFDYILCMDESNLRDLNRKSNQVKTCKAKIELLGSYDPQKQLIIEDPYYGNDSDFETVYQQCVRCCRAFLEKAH
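Test system – LMPTP-A phosphatase enzyme · Quantity – 0.625 nM LMPTP-A final · Reagent – OMFP substrate, 400 µM final · Dosing – one test concentration per compound, 20 µM, with 3% DMSO overall · Timing – 50 min enzyme reaction at room temperature, protected from light · Detection – fluorescence intensity · Controls – substrate-only low control, DMSO enzyme-plus-substrate high control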
Neddyl block: cullin neddylation inhibition | P61081+Q13564 | TR-FRET cullin neddylation, biochemical | calls only at 25 µM | actives 0.58% (n = 360,000); in the data active = inhibition above about 36%
NadD inh: blocks S. aureus nicotinate mononucleotide adenylyltransferase. inhibition, % at 20 µM. actives 0.78% (n = 360,000). purified NadD enzyme, colorimetric absorbance read-out; in the data active = inhibition above about 26%; note: some compounds past the cut are filed as inactive
DNMT1 inh: inhibitors of human DNMT1. DNMT1 molecular beacon, Hinp1I cleavage, fluorescence. AID 588458. P26358. inhibition (reported as % activation of signal), % at 10 µM. actives 0.83% (n = 360,000); in the data active = inhibition above about 50%
Rpn11 block: inhibitors of human proteasome Rpn11 | calls only at 20 µM | human 26S proteasome, Ub4-pepOG fluorescence polarization; 20S core pre-blocked with epoxomicin | actives 0.59% (n = 360,000);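 active = inhibition at 20 µM, scaled to each plate's controls, above about 33%, limit read from the data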
Scp1 inh: inhibitors of human Scp-1 phosphatase; Q9GZU7; Recombinant Scp1, phosphopeptide, malachite green phosphate absorbance; inhibition, % at 20 µM; actives 0.88% (n = 340,000); AID 493091;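 active = inhibition above about 50% at 20 µM, limit read from the data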;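 note: plate controls were DMSO wells with enzyme for no effect and wells lacking enzyme for full effect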
Target sequence (Q9GZU7 76-261 limits assumed): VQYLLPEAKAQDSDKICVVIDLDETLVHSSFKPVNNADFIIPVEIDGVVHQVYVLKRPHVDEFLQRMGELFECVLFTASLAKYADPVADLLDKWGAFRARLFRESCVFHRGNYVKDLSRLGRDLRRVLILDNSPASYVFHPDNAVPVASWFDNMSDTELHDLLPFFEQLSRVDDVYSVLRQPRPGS
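Material: truncated SCP-1 phosphatase (76-261aa) / Buffer or medium: 50 mM Tris acetate pH 5.5, 0.005% Tween-20, 10 mM MgCl2 / Compound dosing: one concentration, 20 µM, with 1.0% DMSO / Incubation: 45 min room-temperature reaction, 5 min colour, 30 min stabiliser / Detection: colorimetric free-phosphate detection, absorbance 630 nm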
CSN deneddyl inh: blocks human CSN-mediated cullin deneddylation; Purified CSN, SCF-Nedd8-OG deneddylation, fluorescence polarization; inhibition, % at 12.5 µM; actives 0.38% (n = 360,000);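 active = pattern-corrected inhibition above about 35%, with an unprinted fluorescence ratio check between 0.5 and 1.5, limit read from the data, passing the limit was not always enough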;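 note: 0% = enzyme with substrate and 100% = substrate without enzyme; some results filed as inactive read as strong as hits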
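Material: human Csn5 produced in HEK293T cells; Input: enzyme 0.24 nM; Reagent: SCFSkp2-Nedd8OG substrate at 10 nM final; Dosing: 12.5 µM compound; Incubation: 90 min reaction at room temperature; Detection: fluorescence polarization of the substrate; Evaluation: % inhibition of substrate cleavage by Csn5; Control set: substrate-only high control, full reaction low control.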
* marks the source's active call; other numbers are inactive results; i = inactive; x = no result given; + = active, no number.

SMILES,Rin1 Abl inh,STEP inh,SUMO1-SIM PPI,LMPTP block,Neddyl block,NadD inh,DNMT1 inh,Rpn11 block,Scp1 inh,CSN deneddyl inh
Cc1ccc(C)c2c1cc(C)c1nnc(SCc3ccccn3)n12,1,3,-6,-0.7,i,1,0,i,-7,-2
CCN(CC)c1ccc(-c2nnc(SCC(=O)Nc3ccccc3C#N)n2-c2ccccc2)cc1,2,0,5,2.0,i,11,-6,i,-2,24
Cc1cc(NC(=O)NC(=O)c2ccc(F)cc2F)n[nH]1,0,0,3,0.8,i,3,1,i,-2,1
COc1cc(SC)ccc1C(=O)NC(C)C,0,-4,3,-0.6,i,-8,8,i,-5,1
O=C(NC(=O)c1ccc(F)cc1)Nc1nc(-c2cccs2)cc(C(F)(F)F)n1,2,-2,-4,0.8,i,7,9,i,-3,4
COc1ccccc1NS(=O)(=O)c1cccc(C(=O)N/N=C/c2ccc(C)o2)c1,4,0,13,-1.4,i,-6,-3,i,0,4
Cc1c(Cl)ccc(S(=O)(=O)N2CCN=C2c2ccccc2)c1Cl,2,-2,-2,-1.4,i,1,2,i,1,-15
CC1(c2ccc(O)cc2)NC(=O)N(c2ccccc2)N1 (centres undefined),2,-3,-1,-0.5,i,8,-1,i,-3,1
O=C(O)c1cccnc1Sc1ccccc1Cl,-2,2,5,0.8,i,0,-3,i,-7,-1
CCOc1cc(C=NN2CCCCCC2)ccc1O,1,2,-2,0.0,i,4,-8,i,-18,-2
Clc1ccccc1/C=C/c1ccnc2ccccc12,0,2,-18,9.4,i,0,-2,i,-1,-3
COc1ccc(-c2nc(-c3ccccc3)c(-c3cc([N+](=O)[O-])ccc3C)[nH]2)cc1OC,0,0,3,4.2,i,15,-16,i,1,4
O=C(CN1CCN(S(=O)(=O)c2ccccc2)CC1)Nc1ccnn1C1CCCC1,-1,-1,2,-0.8,i,5,0,i,-3,-6
COc1ccccc1NC(=O)N1CCc2[nH]c3ccc(F)cc3c2C1,2,4,4,1.6,i,-6,-14,i,-7,-12
Cn1cc(Cc2ccccc2)c(=O)c(Cc2ccccc2)c1,2,-1,-5,-0.5,i,-1,0,i,10,-4
OCCNc1nc(-c2ccccc2)c2ccccc2n1,-2,-9,-8,-1.6,x,1,-1,i,-4,-1
COc1ccc(N2CCOCC2)c(NC(=O)c2cccs2)c1,-2,-2,-2,0.9,i,2,1,i,-4,-1
C=C1CCC[C@]2(C)C[C@H]3OC(=O)C(CNCCN(C)C)[C@H]3CC12 (some centres undefined),0,-2,-8,-9.6,i,-3,0,i,-13,3
CC(=O)O[C@H]1CC[C@@]2(C)[C@@H](CC[C@@H]3[C@@H]2CC[C@]2(C)[C@@H](C(C)(C)O)C[C@@H]32)C1,1,0,2,-0.5,i,0,-5,i,-6,0
Cc1cc(C)c(C#N)c(N2CCN(CCOc3ccc(Cl)cc3)CC2)n1,-2,-1,-1,2.8,i,-9,-1,i,-12,-3
O=C(CCn1cnc2ccccc2c1=O)Nc1ccc2c(c1)OCCO2,-3,-1,0,-1.2,i,3,-3,i,-13,3
CC1(C(=O)Nc2ccc3c(c2)OCCO3)CSCC(=O)N1CCc1ccccc1F (centres undefined),x,x,2,0.0,i,x,x,x,x,0
COc1ccc(CCN(C)C(=O)CN2C(=O)NC3(CCCCC3C)C2=O)cc1OC (centres undefined),3,2,1,-1.3,+,-2,4,i,-10,6
Cc1ccc(S(=O)(=O)NNC(=O)CCC(=O)Nc2ccc(C)cc2C)cc1,-5,-4,-2,0.7,i,-1,-1,i,-1,-8
O=C1Nc2ccccc2Oc2cc([N+](=O)[O-])cc(Oc3ccccc3)c21,-1,-4,-4,5.4,i,3,-3,x,12,36*
Cc1ccc(N=Nc2cc(C)ccc2N)cc1,-3,5,-52,2.9,i,-2,-1,i,-2,0
CCCCC(=O)N/N=C(\C)CC(=O)Nc1ccccc1Br,-2,0,-2,-1.1,i,-2,4,i,-1,-10
Cc1ccc(NC(=O)CSc2nc3ccccc3c(=O)n2CCCC(=O)N2CCCC2)cc1,0,1,0,-0.2,i,9,-2,i,-2,-1
Cn1nccc1C(=O)Nc1ccc(S(=O)(=O)N2CCCC2)cc1,2,0,6,-0.9,i,-3,1,i,-7,-1
Cc1cccc(-n2nnnc2SCC(=O)NC2CCCC2)c1,6,-2,-1,0.8,i,0,0,i,-1,-1
CCCCN(C(=O)c1cccc(S(=O)(=O)N(C)c2ccc(C)cc2)c1)c1c(N)n(CCCC)c(=O)[nH]c1=O,-3,-3,4,-0.9,i,4,7,i,-1,2
CCn1c(C)nc2cc(C(=O)OCCC(F)(F)F)ccc21,2,6,0,-1.3,i,5,0,i,-2,2

Complete entries, looked up by structure. Values in the order: Rin1 Abl inh | STEP inh | SUMO1-SIM PPI | LMPTP block | Neddyl block | NadD inh | DNMT1 inh | Rpn11 block | Scp1 inh | CSN deneddyl inh
Results for `Cc1ccc(S(=O)(=O)NNC(=O)CCC(=O)Nc2ccc(C)cc2C)cc1` : -5 | -4 | -2 | 0.7 | i | -1 | -1 | i | -1 | -8
Results for `O=C(NC(=O)c1ccc(F)cc1)Nc1nc(-c2cccs2)cc(C(F)(F)F)n1` : 2 | -2 | -4 | 0.8 | i | 7 | 9 | i | -3 | 4
Results for `Cc1ccc(N=Nc2cc(C)ccc2N)cc1` : -3 | 5 | -52 | 2.9 | i | -2 | -1 | i | -2 | 0
Results for `O=C(CCn1cnc2ccccc2c1=O)Nc1ccc2c(c1)OCCO2` : -3 | -1 | 0 | -1.2 | i | 3 | -3 | i | -13 | 3

Next part.
SMILES,Rin1 Abl inh,STEP inh,SUMO1-SIM PPI,LMPTP block,Neddyl block,NadD inh,DNMT1 inh,Rpn11 block,Scp1 inh,CSN deneddyl inh
O=C(C1CCCO1)N1CCN(C(=S)Nc2ccc(Cl)c(Cl)c2)CC1 (centres undefined),6,6,-1,-0.3,i,-9,1,i,2,2
COCCNC(=O)C1(C)CCCN(Cc2cc(-c3ccccc3)on2)C1 (centres undefined),-2,-1,-2,-1.1,i,0,5,i,x,4
COc1ccc(N2CCN(C(=O)Cn3cncn3)CC2)cc1,1,2,-4,-1.3,i,-2,-1,i,-5,-4
COc1ccc(Oc2ccccc2C=O)cc1,4,-2,2,-1.9,i,-2,2,i,1,7
N/C(=N/OCC(=O)Nc1cccc2ccccc12)c1nonc1N,-5,-2,-6,-0.6,i,2,-4,i,-9,-2
CCCCn1c(N)c(N(CCOC)C(=O)COC(=O)/C=C/c2ccc(Br)cc2)c(=O)[nH]c1=O,1,-2,19,1.2,i,-5,5,i,-5,-1
COC(=O)N/N=C/c1ccc(-c2ccc(Cl)cc2Cl)o1,0,0,-17,0.9,i,-12,9,i,-13,-2
N[C@@H](Cc1ccccc1)C(=O)N1CCC(C(=O)NCC(=O)NCC(=O)O)CC1,6,-5,-3,-6.8,i,-3,3,i,-12,-2
COc1cc(-c2nnc(COC(=O)c3cc(C)nc4ccc(C)cc34)o2)cc(OC)c1OC,-3,4,-3,0.9,i,-3,-27,i,0,3
Cc1c(C(=O)N/N=C/c2ccc(Cl)cc2)[nH]c2ccc(Cl)cc12,-2,2,-1,1.7,i,10,10,i,-4,-1
O=C(COc1ccc(S(=O)(=O)N2CCOCC2)cc1)NCC1CCCO1 (centres undefined),0,-1,2,-1.7,i,0,2,i,-10,2
O=C(NC1CCS(=O)(=O)C1)/C(=C\c1ccc(F)cc1)NC(=O)c1ccccc1 (centres undefined),5,1,-1,0.7,i,14,-1,i,-3,-3
CCOC(=O)c1ccc(NC(=O)c2cnccn2)cc1,4,2,2,-1.6,i,0,0,i,-2,-4
COc1ccc(/C=C(/NC(=O)/C=C/c2ccccc2)C(=O)NCCCCCC(=O)O)cc1,-1,0,-7,-0.5,i,-5,3,i,6,-6
O=C1C=C(c2cc(C(F)(F)F)cc(C(F)(F)F)c2)C[C@@H](c2ccc3c(c2)OCO3)C1,-18,5,-2,1.8,i,-3,6,i,-2,4
O=C(NCCCN1CCN(c2ccccc2F)CC1)Nc1ccccc1[N+](=O)[O-],-1,-1,-15,4.1,i,-7,7,i,-7,0
COc1ccc(N(C(C)C(=O)N2CCCC2)S(C)(=O)=O)cc1 (centres undefined),1,2,12,-0.7,i,-5,-1,i,-5,0
Cc1cccnc1CNC(=O)C1CCC(=O)N(CCc2cccc(F)c2)C1 (centres undefined),0,1,8,-0.7,i,3,-2,i,-7,-2
CCN(CC)C(=O)CSC1=N/C(=C/c2ccco2)C(=O)N1c1ccc(OC)c(Cl)c1,-2,1,-11,2.4,i,20,-7,i,3,10
COc1ccccc1C1CC(=O)Oc2cc(C)c(Cl)c(C)c21 (centres undefined),0,2,5,3.3,i,3,1,i,-1,1
CCOC(=O)C1CCN(C(=O)CCc2nnc3ccc(N4CCN(C)CC4)nn23)CC1,-6,-1,1,0.3,i,6,2,i,-2,3
O=C(COC(=O)CCCOc1ccccc1)NC1CCS(=O)(=O)C1 (centres undefined),4,3,6,-1.6,i,-13,3,i,7,1
CC1CCc2ccccc2N1C(N)=Nc1ccccc1 (centres undefined),0,-2,-1,1.3,i,0,1,i,3,2
COc1ccc(-c2cn3nc4c(nc3n2)CCCC4)cc1,1,6,0,1.7,i,8,-17,i,-5,1
C/C(=N/O)c1ccc2c(c1)OCCOCCOc1cc(/C(C)=N/O)ccc1OCCOCCO2,0,2,2,1.2,i,9,-15,i,-2,-5
CCc1ccc(NC(=O)NCC2CCN(Cc3cccc(Cl)c3)CC2)cc1,0,-2,-3,-1.1,i,-6,-4,i,-1,3
COc1ccc(C2C(C#N)=C3NC(=O)c4c(sc5c4CCCCC5)N3C3=C2C(=O)CC(C)(C)C3)cc1 (centres undefined),7,7,-17,3.6,i,61*,-1,i,-1,18
CCOc1ccc(S(=O)(=O)N2CN(c3cccc(C(C)=O)c3)c3nc4ccccc4nc32)cc1,1,-1,0,-0.5,i,30*,7,i,-5,-3
COc1ccccc1Oc1ccc2c(c1)C(=O)N(c1cccc3ncccc13)C2=O,-3,0,-5,1.5,i,2,-5,i,9,2
COCCCNc1nc2c(c(=O)[nH]c(=O)n2C)n1CC(O)COc1cccc(C)c1 (centres undefined),2,-2,0,-0.3,i,0,-1,i,5,1
O=c1c2cc(Br)ccc2nc(-c2cccc(Cl)c2)n1O,-1,4,9,3.0,i,-2,0,i,9,3
COc1ccccc1Oc1ncnc2c1oc1ccccc12,-3,-4,-1,0.3,i,8,-3,i,-5,0
